Source: PubChem BioAssay (The Scripps Research Institute Molecular Screening Center)
LYPLA2 counter = LYPLA2 inhibitors, primary screen, counter-screen for PME1 inhibitor project, biochemical, fluorescence polarization, FP-Rh probe ABPP; inhibition, % at 5.9 µM; Acyl-protein thioesterase 2 (Homo sapiens), O95372; AID 2177, 2009; 320,000 tested, 0.38% active; recombinant LYPLA2;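 active = inhibition above the screen-wide mean plus 3 SD, limit set per campaign, cut at about 26% in these data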;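 note: 0% = LYPLA2 with DMSO and 100% = wells lacking LYPLA2 enzyme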
LYPLA1 inh = LYPLA1 inhibitors, primary screen, counter-screen for PME1 inhibitor project, biochemical, fluorescence polarization, FP-Rh probe ABPP; Acyl-protein thioesterase 1 (Homo sapiens), O75608; recombinant LYPLA1; inhibition, % at 5.9 µM; 320,000 tested, 0.16% active; AID 2174, 2009;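 active = inhibition above the mean of all tested compounds plus 3 SD, set per campaign, cut at about 14% in these data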;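 note: inhibitors block serine hydrolase probe labeling of LYPLA1 so polarization falls; 0% = enzyme with DMSO and 100% = wells lacking LYPLA1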
PAD4 FP inh = human PAD4 inhibitors, primary screen, biochemical, fluorescence polarization, 1536-well format | recombinant PAD4, RCA probe fluorescence polarization | 330,000 tested, 0.41% active | inhibition, % at 6.36 µM | Protein-arginine deiminase type-4 (Homo sapiens), Q9UM07 | AID 485272, 2010;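 active = percent inhibition above a cutoff equal to the mean of all tested compounds plus 3 SD, cut at about 15% in these data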;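 note: 0% = PAD4 with RCA probe and DMSO and 100% = probe without PAD4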
pPAFAH FP inh = pPAFAH enzyme inhibitors, primary screen, biochemical, fluorescence polarization, human; Platelet-activating factor acetylhydrolase (Homo sapiens), Q13093; recombinant pPAFAH, FP-rhodamine probe fluorescence polarization; inhibition, % at 3.39 µM; 330,000 tested, 1.5% active; AID 463082, 2010;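 active = inhibition above the mean inhibition across the screen plus 3 SD, cut at about 25% in these data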;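 note: inhibitors block binding of the rhodamine activity-based probe so polarization drops; 0% = enzyme with DMSO and 100% = wells lacking pPAFAH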
Target sequence (Q13093 whole entry, looked up): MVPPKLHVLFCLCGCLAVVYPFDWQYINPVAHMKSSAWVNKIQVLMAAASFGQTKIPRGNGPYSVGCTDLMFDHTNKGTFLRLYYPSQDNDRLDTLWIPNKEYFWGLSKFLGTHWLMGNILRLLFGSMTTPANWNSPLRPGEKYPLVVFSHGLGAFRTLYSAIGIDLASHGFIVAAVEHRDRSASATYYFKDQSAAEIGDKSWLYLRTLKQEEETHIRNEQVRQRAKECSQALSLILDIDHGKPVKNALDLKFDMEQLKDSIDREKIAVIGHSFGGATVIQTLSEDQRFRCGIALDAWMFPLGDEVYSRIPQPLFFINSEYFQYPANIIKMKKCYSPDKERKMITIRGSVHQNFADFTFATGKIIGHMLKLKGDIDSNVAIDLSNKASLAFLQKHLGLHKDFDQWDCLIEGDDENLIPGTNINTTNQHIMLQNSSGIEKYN
PREPL inh = PREPL enzyme inhibitors, primary screen, biochemical, fluorescence polarization | recombinant PREPL, fluorescence polarization activity-based probe | inhibition, % at 5.96 µM | 320,000 tested, 0.68% active | AID 2751, 2010; in the data active = inhibition above about 43%;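 note: 0% = enzyme with DMSO and 100% = wells lacking enzyme; many of its hits are not listed in these tables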
PAFAH1B2 inh = PAFAH1B2 enzyme inhibitors, primary screen, biochemical, fluorescence polarization, human; Platelet-activating factor acetylhydrolase IB subunit alpha2 (Homo sapiens), P68402; recombinant PAFAH1B2, FP-rhodamine activity probe; inhibition, % at 3.39 µM; 340,000 tested, 1.2% active; AID 492953, 2010;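 active = inhibition above the mean of all tested compounds plus 3 SD, cut at about 24% in these data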;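 note: 0% = enzyme with DMSO and 100% = wells lacking PAFAH1B2; many of its hits are not listed in these tables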
Target sequence (P68402 whole entry, looked up): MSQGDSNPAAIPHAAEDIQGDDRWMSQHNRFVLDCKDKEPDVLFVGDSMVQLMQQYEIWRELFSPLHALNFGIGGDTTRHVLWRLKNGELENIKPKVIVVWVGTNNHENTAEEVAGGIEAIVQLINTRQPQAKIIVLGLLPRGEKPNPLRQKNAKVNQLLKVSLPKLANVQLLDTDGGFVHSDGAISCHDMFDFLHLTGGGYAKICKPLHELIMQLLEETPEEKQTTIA
PAFAH1B3 FP inh = PAFAH1B3 enzyme inhibitors, primary screen, biochemical, fluorescence polarization, human | recombinant PAFAH1B3, FP-rhodamine probe | inhibition, % at 3.39 µM | 340,000 tested, 0.28% active;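 active = inhibition above the screen-wide average of all tested compounds plus 3 SD, cut at about 25% in these data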;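 note: 0% = enzyme with DMSO only and 100% = wells lacking PAFAH1B3 protein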
Target sequence (Q15102 whole entry, looked up): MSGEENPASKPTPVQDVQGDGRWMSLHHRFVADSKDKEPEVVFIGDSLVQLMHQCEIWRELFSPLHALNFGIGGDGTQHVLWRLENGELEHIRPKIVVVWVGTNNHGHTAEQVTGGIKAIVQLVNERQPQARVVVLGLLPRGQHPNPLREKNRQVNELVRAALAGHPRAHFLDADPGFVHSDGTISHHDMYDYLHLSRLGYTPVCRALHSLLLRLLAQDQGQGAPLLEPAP
GSTO1 counter = inhibitors of recombinant GSTO1, primary screen, counter-screen for RBBP9 inhibitor project, biochemical, fluorescence polarization. Glutathione S-transferase omega-1 (Homo sapiens), P78417. activity-based probe fluorescence polarization. inhibition, % at 5.96 µM. 300,000 tested, 1.1% active;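 active = inhibition above the campaign mean inhibition plus 3 SD, cut at about 35% in these data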;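 note: 0% = GSTO1-1 with DMSO and 100% = wells lacking GSTO1-1 enzyme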
PME-1 inh = PME-1 inhibitors via competitive probe labeling, primary screen, biochemical, fluorescence polarization, FP-Rh probe, HTS; inhibition, % at 5.9 µM; recombinant PME-1; 320,000 tested, 0.53% active;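 active = inhibition above the campaign mean of all compounds plus 3 SD, cut at about 26% in these data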;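 note: competitive labeling of PME-1 active site by serine hydrolase directed probe; 0% = PME-1 with DMSO and 100% = wells lacking PME-1 enzyme; inhibitors block probe labeling so polarization falls and inhibition rises; many of its hits are not listed in these tables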
* = called active by the depositor; / = not tested or not shown.

# | Structure | LYPLA2 counter | LYPLA1 inh | PAD4 FP inh | pPAFAH FP inh | PREPL inh
1 | COc1ccc(-n2nc3c(c2NC(=O)CCl)CSC3)cc1 | 0 | 2 | -2 | 8 | 6
2 | O=C(/C(=C/c1ccc(Cl)cc1)c1nc2ccccc2[nH]1)c1cccs1 | -82 | -41 | -3 | -11 | 7
3 | CCn1c(CCc2nc3ccccc3[nH]2)n[nH]c1=S | -2 | -1 | -1 | 6 | 5
4 | O=C(O)c1ccc(Nc2nc3ccccc3nc2NS(=O)(=O)c2ccc(F)cc2)cc1 | 11 | 0 | -1 | 16 | -3
5 | CCN1C(=S)N[C@@H](c2cccc(F)c2)C(C(=O)OC)=C1C | 3 | -1 | 0 | 2 | -7
6 | O=C(O)c1ccccc1C(=O)NC1CCCc2ccccc21 (configuration not stated) | 4 | -2 | 4 | 7 | -2
7 | COc1ccc(S(N)(=O)=O)cc1C(=O)NCCCN1CCN(c2cccc(Cl)c2)CC1 | 1 | -1 | -6 | 1 | 19
8 | O=C(NNC(=O)c1ccc(NC(=O)c2ccccc2)cc1)c1ccccc1 | -1 | -2 | 0 | -3 | -1
9 | O=C(N1CCCCC1)C12CC3CC(CC(C3)C1)C2 | -4 | 0 | 0 | 0 | 11
10 | Cc1ccc(-c2ccc(=O)n(CC(=O)NCCCN3CCCCC3C)n2)cc1 (configuration not stated) | -2 | -2 | -7 | -3 | 21
11 | O=C(Nc1ccc(NC(=O)c2ccc(Cl)cc2Cl)cc1)c1cccs1 | 6 | 0 | 2 | -1 | 8
12 | COc1cc(C(C(=O)NC2CCCCC2)N(CCN2CCOCC2)C(=O)C2COc3ccccc3O2)cc(OC)c1OC (configuration not stated) | 3 | 2 | -2 | 0 | 4
13 | Cc1c(Cc2ccc3c(c2)OCO3)sc(NC(=O)C(C)(C)C)c1C#N | -2 | -5 | -5 | -3 | 16
14 | CSc1nsc2nc(=O)c(/C=C3\C(C)=Nc4ccc(C)cc43)c(N)n12 | -8 | -5 | -10 | 9 | 0
15 | COCc1ccc(C(=O)N2CCCC(N(C)Cc3ccccc3)C2)s1 (configuration not stated) | 3 | -1 | -6 | 0 | 3

# | PAFAH1B2 inh | PAFAH1B3 FP inh | GSTO1 counter | PME-1 inh
1 | 1 | -5 | 88* | -1
2 | -14 | -33 | -53 | -72
3 | 8 | 0 | 6 | 6
4 | 7 | 9 | 6 | 5
5 | 1 | -1 | -2 | 1
6 | 6 | 5 | 4 | -1
7 | 1 | 2 | -5 | -1
8 | / | / | -5 | -4
9 | 8 | 2 | -2 | -4
10 | 7 | 1 | 5 | -1
11 | 5 | 3 | 6 | 0
12 | -2 | 2 | 0 | 0
13 | 1 | -3 | -3 | -1
14 | 6 | 9 | -10 | 6
15 | -5 | -3 | -2 | 1

(next part)
# | Structure | LYPLA2 counter | LYPLA1 inh | PAD4 FP inh | pPAFAH FP inh | PREPL inh
16 | CCO/C=C/C(O)(CNC(=O)c1ccc(C(C)(C)C)cc1)C(F)(F)F (configuration not stated) | -1 | 0 | 1 | 1 | -11
17 | CS(=O)(=O)N(CC(=O)NCc1ccncc1)C1CCCCC1 | 7 | 5 | -2 | 2 | 0
18 | Cc1cnc(NC(=O)CCNC(=O)c2ccc([N+](=O)[O-])cc2)s1 | 3 | -1 | 2 | -1 | 2
19 | Cc1ccc(OC(C)C(=O)Nc2ccc(S(=O)(=O)Nc3nccs3)cc2)cc1 (configuration not stated) | 0 | -3 | -1 | 9 | 0
20 | Nc1ncnc2c1ncn2[C@@H]1O[C@H](CNC(=O)[C@@H]2CCN2)[C@@H](O)[C@H]1O | / | / | 4 | 3 | /
21 | Cc1cc(NC(=O)c2cc(-c3ccccn3)nc3ccc(Br)cc23)no1 | 3 | 1 | -2 | -4 | 2
22 | O=C1c2ccccc2C(=O)N1CCCc1nc2ccccc2c(=O)n1-c1cccnc1 | 0 | -1 | 4 | 4 | 0
23 | O=C(CN1CCN(CC(=O)Nc2ccccn2)CC1)Nc1ccccn1 | 6 | -4 | -3 | -1 | -4
24 | COC(=O)c1ccccc1NC(=O)c1ccc(COc2cc(C)cc(C)c2)o1 | 9 | 2 | 1 | 0 | 1
25 | O=C(Nc1ccc(N2CCN(Cc3ccccc3)CC2)cc1)c1ccccc1[N+](=O)[O-] | 10 | 3 | 0 | 5 | 7
26 | COC(=O)c1[nH]c(C)c(/C(O)=C2\C(=O)C(=O)N(CCN3CCOCC3)C2c2cccs2)c1C (configuration not stated) | 6 | 5 | 2 | 2 | 8
27 | CCC(CC)C(=O)c1c[nH]c(C(=O)NCc2cccnc2)c1 | 10 | 2 | 2 | 4 | -1
28 | CC1N(C(=O)N(C)C)CCN1S(=O)(=O)c1ccccc1 (configuration not stated) | -1 | -3 | -1 | -2 | -3
29 | O=C(C1CCCN(S(=O)(=O)c2ccccc2)C1)N1CCN(c2ccccc2)CC1 (configuration not stated) | 5 | 4 | -3 | -3 | 16
30 | COc1cccc(CC2(CO)CCCN(S(=O)(=O)N(C)C)C2)c1 (configuration not stated) | 2 | -4 | 1 | -1 | 8

# | PAFAH1B2 inh | PAFAH1B3 FP inh | GSTO1 counter | PME-1 inh
16 | 4 | -3 | 1 | -5
17 | 2 | 2 | -5 | -7
18 | -1 | 1 | 0 | -6
19 | 14 | 0 | 3 | 5
20 | 1 | 8 | / | /
21 | -8 | -5 | 2 | -6
22 | / | / | -5 | 3
23 | -1 | 13 | -8 | -6
24 | -1 | -5 | -1 | -3
25 | 1 | 1 | 5 | -7
26 | 4 | 1 | 10 | -3
27 | 3 | -2 | -1 | 7
28 | 0 | 5 | 0 | 2
29 | -4 | 2 | -2 | -4
30 | 0 | -1 | 6 | 4

(further entries)
# | Structure | LYPLA2 counter | LYPLA1 inh | PAD4 FP inh | pPAFAH FP inh | PREPL inh
31 | COc1cc(/C=N/N=C(/C(=O)c2ccccc2)c2ccccc2)cc(OC)c1O | 8 | 5 | 0 | 18 | 6
32 | COc1ccc(-c2cc(C(=O)N(C)Cc3ccccc3)c3ccccc3n2)cc1 | -7 | -7 | 1 | 0 | 19
33 | COC(=O)c1ccc(N2CCN(C)CC2)c(NC(=O)c2ccc(-c3ccc(Cl)cc3)o2)c1 | -3 | 1 | 0 | 2 | -14
34 | O=C(Nc1nnc(C2CC2)s1)C1Cc2ccccc2CN1C(=O)c1ccco1 (configuration not stated) | 0 | -3 | -8 | 13 | 4
35 | COCCCNc1nnc(Cc2ccc(Cl)cc2)c(=O)[nH]1 | -12 | -1 | -1 | -5 | -5
36 | C=CCn1c(=O)c2ccc(C(=O)NCc3ccccc3)cc2n(Cc2cccc(Cl)c2)c1=O | -1 | 0 | 0 | -5 | -2
37 | O=S(=O)(NCCNc1nccc(C(F)(F)F)n1)c1ccccc1 | 1 | -2 | -2 | 2 | -3
38 | CCOC(=O)C1=CC[C@]2(C)c3c(c4ccccc4n3C)C(=O)C1N2C | -1 | 0 | 4 | 2 | 15
39 | O=C(Nc1cccc(F)c1)C1CCCN(C(=O)c2ccc(Cl)cc2)C1 (configuration not stated) | -6 | -5 | 0 | 1 | -43
40 | O=C(Nc1ncn[nH]1)c1cccc(F)c1 | 13 | 7 | -5 | 0 | -6
41 | Cc1noc(C)c1NC(=O)N(C)C[C@H]1Oc2ccc(NC(=O)Nc3ccccc3)cc2C(=O)N([C@H](C)CO)C[C@@H]1C | / | / | 0 | 3 | 5
42 | CC(=O)Nc1ccc(NC(=O)COC(=O)Cc2cccs2)cc1 | 1 | -1 | -3 | 4 | 20
43 | COCCCNC(=O)c1ccc([N+](=O)[O-])cc1 | 6 | -3 | 0 | 0 | 16
44 | Cc1cc(C)c2c(CC(=O)NNC(=O)c3ccccc3)coc2c1 | 3 | 4 | 8 | 8 | -8
45 | CCc1nnc(NS(=O)(=O)c2ccc(NC(=S)Nc3ccc(F)cc3)cc2)s1 | 2 | -6 | -1 | 0 | 1

# | PAFAH1B2 inh | PAFAH1B3 FP inh | GSTO1 counter | PME-1 inh
31 | -6 | 1 | -14 | 3
32 | 4 | 0 | 3 | 4
33 | 1 | 0 | 7 | -2
34 | 0 | -1 | 0 | 5
35 | 0 | -3 | -1 | -8
36 | -10 | -8 | 4 | 0
37 | 9 | -1 | 14 | -6
38 | 2 | 14 | / | -6
39 | 6 | 6 | / | 1
40 | 1 | -1 | / | 0
41 | 8 | 5 | / | /
42 | -2 | 4 | -4 | -7
43 | 4 | 11 | 7 | 4
44 | -1 | 1 | -1 | 1
45 | 3 | 3 | 4 | -2

Some of the entries so far, as labelled records.
35) COCCCNc1nnc(Cc2ccc(Cl)cc2)c(=O)[nH]1
  LYPLA2 counter: -12
  LYPLA1 inh: -1
  PAD4 FP inh: -1
  pPAFAH FP inh: -5
  PREPL inh: -5
  PAFAH1B2 inh: 0
  PAFAH1B3 FP inh: -3
  GSTO1 counter: -1
  PME-1 inh: -8
36) C=CCn1c(=O)c2ccc(C(=O)NCc3ccccc3)cc2n(Cc2cccc(Cl)c2)c1=O
  LYPLA2 counter: -1
  LYPLA1 inh: 0
  PAD4 FP inh: 0
  pPAFAH FP inh: -5
  PREPL inh: -2
  PAFAH1B2 inh: -10
  PAFAH1B3 FP inh: -8
  GSTO1 counter: 4
  PME-1 inh: 0
37) O=S(=O)(NCCNc1nccc(C(F)(F)F)n1)c1ccccc1
  LYPLA2 counter: 1
  LYPLA1 inh: -2
  PAD4 FP inh: -2
  pPAFAH FP inh: 2
  PREPL inh: -3
  PAFAH1B2 inh: 9
  PAFAH1B3 FP inh: -1
  GSTO1 counter: 14
  PME-1 inh: -6
38) CCOC(=O)C1=CC[C@]2(C)c3c(c4ccccc4n3C)C(=O)C1N2C
  LYPLA2 counter: -1
  LYPLA1 inh: 0
  PAD4 FP inh: 4
  pPAFAH FP inh: 2
  PREPL inh: 15
  PAFAH1B2 inh: 2
  PAFAH1B3 FP inh: 14
  GSTO1 counter: /
  PME-1 inh: -6

(more compounds)
# | Structure | LYPLA2 counter | LYPLA1 inh | PAD4 FP inh | pPAFAH FP inh | PREPL inh
46 | Cc1ccc2c(c1)NC(=O)[C@@]1(C)[C@@H](c3ccccc3)[C@H]3COc4ccc(Cl)cc4[C@@H]3N1C2=O | / | / | 1 | -5 | 26
47 | O=C1N(Cc2ccc(F)cc2Cl)c2ccccc2C12OCCCO2 | 2 | 0 | 0 | 7 | 7
48 | O=C1C=C(Nc2cccc(O)c2)CC(c2ccco2)C1 (configuration not stated) | 1 | -3 | -3 | 8 | 8
49 | CCOC(=O)C1CCCN(S(=O)(=O)c2ccc3c(c2)N(C)C(=O)CC(=O)N3C)C1 (configuration not stated) | 0 | -1 | 7 | -3 | 11

# | PAFAH1B2 inh | PAFAH1B3 FP inh | GSTO1 counter | PME-1 inh
46 | -10 | -16 | / | /
47 | 0 | 5 | 0 | 2
48 | 4 | 10 | 0 | -6
49 | 3 | 5 | -42 | -3

The list is partial, so the mix of outcomes need not match the whole.
